PhoP GFP inhibition – PhoP regulon inhibitors, Salmonella typhi PhoP promoter GFP reporter, confirmatory (AID 1850); 310,000 compounds, 0.33% hits; Salmonella Typhi PhoP-promoter GFP reporter, fluorescence, 4 h; higher % means a stronger effect; one-dose inhibition, % at 50 µM; IC50 in µM for titrated hits; in the data active = a potency from the dose series; inconclusive = inhibition mostly from about 25% at the one dose, without a potency; inactive = the rest, 99 in 100 with inhibition below about 19%;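 note: 0% = induced wells with vehicle and 100% = uninduced wells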
tuberculosis growth – growth inhibition of non-replicating M. tuberculosis (AID 488890). Mycobacterium tuberculosis non-replicating, growth inhibition; higher % means a stronger effect. inhibition, % at 25 µM; hits with a dose series show IC50 in µM. 320,000 compounds, 0.39% hits; in the data active = a potency from the dose series; inconclusive = inhibition mostly from about 82% at the one dose, without a potency; inactive = the rest, 99 in 100 with inhibition below about 76%;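 note: plate controls were DMSO cells for no effect and high antibiotic wells for full effect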
H37Rv inhibition – M. tuberculosis growth inhibition, HTS (AID 449762). M. tuberculosis H37Rv growth inhibition, 7H9 media; higher % means a stronger effect. inhibition, % at 25 µM; hits with a dose series show IC50 in µM. 330,000 compounds, 0.59% hits; in the data active = a potency from the dose series; inconclusive = inhibition above about 70% without an active follow-up result;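 note: bacterial growth assessed after seven days of incubation; strong numbers were not always called active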
VEEV TC-83 Vero – inhibitors of VEEV TC-83 cytopathic effect, confirmation, Vero cells (AID 588727); inhibition, % at 20 µM; hits with a dose series show IC50 in µM; 350,000 compounds, 0.13% hits; Vero cells, VEEV TC-83 cytopathic effect inhibition; higher % means a stronger effect; in the data active = a potency from the dose series; inconclusive = inhibition mostly from about 14% at the one dose, without a potency; inactive = the rest, 99 in 100 with inhibition below about 12%; note: strong numbers were not always called active
influenza NS1A – H1N1 influenza NS1A inhibitors, functional cell based assay (AID 504329); one-dose inhibition, % at 12.5 µM; IC50 in µM for titrated hits; NS1A functional cell-based assay, percent inhibition; higher % means a stronger effect; 340,000 compounds, 0.3% hits; in the data active = a potency from the dose series; inconclusive = inhibition above about 27% without an active follow-up result; note: strong numbers were not always called active
VEEV TC-83 Vero 10K pilot screen – recorded beside VEEV TC-83 Vero, whose call it bears; inhibition, %; measured here: 10K pilot screen inhibition
Numbers without * were called inactive; i = inactive; ? = inconclusive; / = no result given.

SMILES	PhoP GFP inhibition	tuberculosis growth	H37Rv inhibition	VEEV TC-83 Vero	influenza NS1A	others
O=C1N=c2ccccc2=C1c1sc(=S)n(NC(=O)c2ccccc2)c1O	-4%	-18%	1%	i	-11%
COCCNC(=O)Cn1nc(Cc2ccncc2)c2ccccc2c1=O	-2%	-1%	-1%	i	-13%
Nc1cc(N)nc(SCC(=O)NC(=O)NC2CCCC2)n1	/	-25%	-2%	2.2%	1%
O=C(c1cnc2sccn2c1=O)N1CCCc2ccccc21	-4%	-18%	-5%	0.9%	23%
Cc1cccc(N/C(N)=N/c2nc(CSc3ccc(Cl)cc3)cc(=O)[nH]2)c1	-6%	/	1%	/	/
COc1ccc2nc(NC(=O)C3CCCN(S(=O)(=O)c4cccs4)C3)sc2c1 (configuration not stated)	8%	60%	18µM*	5.4%	-14%
O=C(Cc1c(F)cccc1Cl)Nc1ccc(S(=O)(=O)Nc2nccs2)cc1	7%	11%	9%	4.0%	1%
O=C(CCc1ccccc1)Nc1ccc(NC(=O)C2CC2)nc1	3%	14%	31%	1.3%	24%
COc1ccc(C)cc1NC(=O)CCNC(=O)Cn1ccc2ccccc2c1=O	-14%	-4%	-13%	0.7%	-3%
Oc1ccc(Cl)cc1/C=C/c1ccc2cccc(O)c2n1	/	/	/	?	-6%
CCOc1ccccc1C(=O)Nc1cc(C)ccc1NC(=O)c1ccco1	-10%	-5%	-7%	9.3%	15%
Cn1nnnc1SCC(=O)NC1CCCc2ccccc21 (configuration not stated)	12%	-10%	-1%	0.6%	0%

The last 4 entries of the part above open the next one:
SMILES	PhoP GFP inhibition	tuberculosis growth	H37Rv inhibition	VEEV TC-83 Vero	influenza NS1A	others
COc1ccc(C)cc1NC(=O)CCNC(=O)Cn1ccc2ccccc2c1=O	-14%	-4%	-13%	0.7%	-3%
Oc1ccc(Cl)cc1/C=C/c1ccc2cccc(O)c2n1	/	/	/	?	-6%
CCOc1ccccc1C(=O)Nc1cc(C)ccc1NC(=O)c1ccco1	-10%	-5%	-7%	9.3%	15%
Cn1nnnc1SCC(=O)NC1CCCc2ccccc21 (configuration not stated)	12%	-10%	-1%	0.6%	0%
O=C(NNC(=O)c1ncc(Cl)c(Cl)c1Cl)c1ccc(F)cc1	-1%	i	1%	2.0%	-6%
O=c1[nH]cnc2c1sc1nc(-c3ccccc3)c3c(c12)CCCC3	-10%	-16%	4%	0.7%	-51%
O=c1c(-c2nnc(SCc3ccc(Cl)cc3)o2)cccn1Cc1ccccc1	-2%	74%	10%	i	-25%
CC(C(=O)N(C)C)N(C#N)c1nc(N(C)C)nc(N(C)C)n1 (configuration not stated)	-1%	-13%	-8%	0.8%	-9%
Cc1cc(C)c2[nH]c(=O)c(C(c3nnnn3Cc3ccc4c(c3)OCO4)N3CCC(C)CC3)cc2c1 (configuration not stated)	-14%	49%	11%	9.0%	-4%
N#Cc1nc(-c2ccc(Cl)cc2)oc1NCCc1ccccn1	-6%	/	-7%	1.4%	3%
COc1ccc(OC)c(CNS(=O)(=O)c2cc(CN3C(=O)c4cccnc4C3=O)ccc2OC)c1	8%	1%	4%	2.4%	4%
COc1ccc(-c2csc(N(CCCN(C)C)C(=O)c3cc(OC)c(OC)c(OC)c3)n2)cc1	1%	33%	6%	0.1%	2%
CCOC(=O)c1sc(N)nc1-c1ccccc1	5%	/	-7%	1.4%	0%
CCOC(=O)c1c(NC(=O)CSc2nnc(-c3cccc(C)c3)n2CC)sc(C(C)=O)c1C	-1%	44%	3%	7.0%	-4%
CCCCN1CC(Br)C(=O)NC1=O (configuration not stated)	/	/	/	i	-13%
COc1ccc(C(=O)C2CCCN(C(=O)c3cccs3)C2)cc1F (configuration not stated)	-6%	14%	4%	5.9%	6%

Brought forward from above: three entries, then new ones.
SMILES	PhoP GFP inhibition	tuberculosis growth	H37Rv inhibition	VEEV TC-83 Vero	influenza NS1A	others
CCOC(=O)c1c(NC(=O)CSc2nnc(-c3cccc(C)c3)n2CC)sc(C(C)=O)c1C	-1%	44%	3%	7.0%	-4%
CCCCN1CC(Br)C(=O)NC1=O (configuration not stated)	/	/	/	i	-13%
COc1ccc(C(=O)C2CCCN(C(=O)c3cccs3)C2)cc1F (configuration not stated)	-6%	14%	4%	5.9%	6%
Cc1oc(C(=O)O)cc1COc1cccc2ccccc12	0%	36%	0%	0.8%	-9%
Cc1ccccc1N1C(=O)C(Cl)=C(N2CCN(c3ccccc3)CC2)C1=O	-14%	68%	-7%	1.5%	14%
COc1ccc(C(=O)NCC(c2ccccc2)c2ccccc2)cc1S(=O)(=O)N1CCOCC1	/	/	/	3.7%	-7%
O=C(NCc1ccc2c(c1)OCO2)c1cc(-c2cc(Cl)ccc2O)n[nH]1	8%	-22%	9%	1.4%	7%
O=C(NCc1ccc(N2CCCC2=O)cc1)c1ccc(F)cc1	13%	10%	0%	0.9%	-7%
c1ccc(Cc2nc3ccccc3o2)cc1	-3%	10%	7%	1.8%	0%
O=C(Cc1n[nH]c(=O)c2ccccc12)OCC(=O)c1ccc(F)cc1	1%	-20%	-9%	1.0%	1%
O=C(CSc1ccc(-c2ccc(Cl)cc2)nn1)N1CCCc2ccccc21	-8%	61%	-3%	0.7%	5%
COC(CNC(=O)c1cc(C)nn1-c1ccccc1)OC	-7%	-5%	-5%	4.7%	-1%
C=CCC1C(=O)NC(=S)NC1=O	-8%	-5%	-1%	0.2%	6%
COC(=O)c1[nH]c2cc(OC)ccc2c1NC(=O)CCN1CCN(Cc2ccc3c(c2)OCO3)CC1	/	/	/	1.9%	-4%
CCNc1nc(OCCNC(C)=O)nc(N(C)C)n1	-6%	-14%	0%	5.8%	-8%
N#C/C(=C\c1ccc(O)cc1)C(=O)NCc1cccc(Cl)c1	5%	-4%	3%	0.5%	-5%
CCOc1cc(C(c2c(C)[nH][nH]c2=O)c2c(C)[nH][nH]c2=O)ccc1OS(=O)(=O)c1ccccc1	-3%	7%	1%	i	10%	VEEV TC-83 Vero 10K pilot screen=1.6
CCCCN(C)CCC(=O)Nc1ccc(C)cc1	-8%	15%	4%	0.2%	-1%
Cc1ccccc1NC(=O)Cc1nc(COC(=O)c2cc([N+](=O)[O-])ccc2N)cs1	-7%	42%	-11%	4.7%	-4%
CN1CCN(C(=O)c2cc3ccccc3cc2O)CC1	/	-5%	4%	i	-15%
Nc1ccc2c(c1)N=[N+]([O-])c1cc(N)ccc1C2	1%	-11%	-2%	1.4%	4%
CC(=O)c1ccc(N2C(=O)NC3(CCCCC3)C2=O)cc1	-7%	-11%	-3%	5.3%	-9%
O=C1c2ccc([N+](=O)[O-])cc2C(=O)N1c1c[nH]c(=O)[nH]c1=O	-1%	-13%	-7%	0.6%	/
CC1Cc2ccccc2N1S(=O)(=O)c1cccc(C(=O)NCc2ccccn2)c1 (configuration not stated)	/	26%	-2%	i	-6%
Cc1nn(-c2ccccc2)c(C)c1NC(=O)COC(=O)/C=C/c1ccccc1	-3%	-9%	-6%	1.2%	-1%
S=c1[nH]nc(C2CCCCC2)n1/N=C/c1ccccc1	1%	-3%	9%	1.4%	-3%
CC(C)CN1CCN(Cc2nc3ccccc3s2)CC1CCO (configuration not stated)	-6%	7%	7%	3.8%	7%
COc1ccc(Nc2nc3ccccc3nc2-n2nc(C)cc2C)cc1	-24%	14%	3%	0.4%	-32%
CCOC(=O)CNC(=O)CSc1ncnc2c1cnn2-c1ccc(Cl)cc1	2%	28%	6%	2.5%	9%
COc1ccc(CCNC(=O)c2ccc3c(c2)N(Cc2ccccc2)CCS3)cc1OC	5%	12%	-1%	11%	-3%
Cc1nnc(NC(=O)c2ccc(C)c(S(=O)(=O)N3CCCCCC3)c2)s1	-16%	25%	7%	2.8%	-7%
CCCn1c(CCC(=O)O)nc2cc(S(=O)(=O)N(CC)CC)ccc21	-13%	4%	-1%	i	-16%
COc1ccc(C(C)=O)cc1CSc1ncccn1	1%	6%	-6%	3.7%	-1%
O=C(COc1ccc([N+](=O)[O-])cc1)Nc1ccc(C(=O)Nc2ccccc2C(=O)O)cc1	7%	34%	-2%	1.9%	9%
Cc1ccc2nc(-c3ccc(NC(=O)CSc4ccccc4)cc3)[nH]c2c1	9%	33%	11%	1.0%	-1%
CN(CCC1CCOCC1)C(=O)c1cc(COc2c(F)cccc2F)on1	4%	20%	10%	4.1%	7%
C[C@@H]1CC(=O)[C@H]2CC(CO)=CCC[C@@H]2[C@@]1(C)CC/C(=C/CO)CO	0%	16%	-5%	1.2%	-9%
CCOC(=O)Cn1c(=NC(=O)CSC(C)=O)sc2cc(F)ccc21	-1%	31%	7%	0.8%	0%
COc1ccc(NC(=O)CSc2nccn2Cc2ccc(F)cc2)c(OC)c1	3%	25%	0%	0.8%	2%
CCCCN(C(=O)CSc1nnc(-c2ccccc2)o1)c1c(N)n(CCC)c(=O)[nH]c1=O	/	18%	8%	1.0%	-12%
COc1ccccc1Cn1c(=S)[nH]c2cc(C(=O)NCCCN3CCOCC3)ccc2c1=O	4%	10%	-5%	3.7%	0%
CC1Cc2ccccc2N1C(=O)Cn1nnc(-c2ccccc2NC(=O)C2CCC2)n1 (configuration not stated)	6%	-6%	2%	6.1%	7%
CN(C)CC1CSCCC1(O)c1cccc(Cl)c1 (configuration not stated)	6%	7%	-12%	i	-4%
Cc1cc(C)c(NC(=O)C2CCCCN2C)c(C)c1 (configuration not stated)	-7%	-7%	-4%	0.8%	-6%
CC(=O)c1ccc(NC(=O)C2CCCN(S(=O)(=O)c3ccc(-n4cnnn4)cc3)C2)cc1 (configuration not stated)	-5%	-1%	5%	1.7%	-5%
Cc1ccc(NS(=O)(=O)c2c(C)[nH]c(C)c2C(=O)N2CCCC2)cc1	-2%	3%	2%	0.4%	18%
O=C(Nc1cccc2cccnc12)c1ccccc1Cl	-1%	16%	1%	5.7%	/
COc1ccc(C(=O)N2CCN=C2SCc2cccnc2)cc1OC	1%	/	0%	2.8%	3%
CCCCn1nnnc1NCc1ccc(OC)c(OC)c1OC	1%	-2%	-7%	i	20%
CC1=NN(C(C#N)c2ccccc2C)C(C)(C)C1 (configuration not stated)	-5%	-22%	3%	0.2%	4%
Cc1cc(NC(=O)CN(C)CC(=O)Nc2ccc(F)c(F)c2F)no1	/	-28%	-15%	1.2%	-15%
CNS(=O)(=O)c1cccc(C(=O)NCC(c2cccs2)N(C)C)c1 (configuration not stated)	3%	1%	1%	0.7%	-11%
O=C(Cc1ccccc1)NCCN1CCCC1	6%	-7%	1%	0.8%	-12%
O=C(c1cc(C2CC2)nn1-c1ccccc1)N1CCN(S(=O)(=O)c2ccccc2)CC1	/	/	/	9.0%	-1%
CCC(C)NC(=O)CSc1nc2ccccc2c(=O)n1-c1c(C)n(C)n(-c2ccccc2)c1=O (configuration not stated)	-5%	3%	5%	0.8%	-1%
O=C(O)c1ccc2c(c1)ncn2C1CCCC1	-3%	5%	-6%	11%	-6%
CCn1nc(C)cc1-c1nnc(SCC(=O)Nc2ccccc2)n1CCCOC	-4%	-14%	1%	0.7%	0%
Cc1cc(NC(=O)c2cc(-c3ccccc3Cl)nc3ccccc23)no1	-18%	15%	34%	4.2%	4%
COc1ccc(-c2nnc(-c3ccc(N)cc3)o2)cc1	-2%	29%	0%	3.9%	-6%
CC1CCc2c(sc3nc(SCC(=O)O)n(-c4ccccc4)c(=O)c23)C1 (configuration not stated)	-2%	5%	-1%	1.8%	-6%
COCC1CCCN(Cc2nc(C(c3ccccc3)c3ccccc3)no2)C1 (configuration not stated)	3%	4%	5%	0.9%	-12%
CC(=O)NCC(=O)NC(Cc1ccccc1)C(N)=O (configuration not stated)	1%	-18%	1%	6.4%	2%
CCOCC(=O)Nc1cccc(Br)c1	-12%	65%	54%	i	3%

More structures:
SMILES	PhoP GFP inhibition	tuberculosis growth	H37Rv inhibition	VEEV TC-83 Vero	influenza NS1A	others
CCc1cccc(CN2CCC(CNC(=O)Nc3ccc(Cl)cc3)CC2)c1	-1%	70%	-7%	i	12%
COc1ccccc1NC(=O)Nc1cc(C(C)C)ccc1C	/	/	/	2.1%	-6%
CCOC(=O)c1cnc2c(ccc3ccccc32)c1N	-5%	18%	-2%	i	-5%
COC(=O)c1cccc(COC(=O)c2cccnc2SC)c1	-8%	52%	9%	7.0%	-12%
Cc1c(C)c2ccc(OCC(=O)Nc3ccccc3C(N)=O)cc2oc1=O	0%	-9%	-4%	0.8%	-6%
C=CCN(C(=O)C1CSC2(C)CCC(=O)N12)c1nc(-c2ccccc2)cs1 (configuration not stated)	10%	20%	-5%	6.3%	-1%
